Measles CPE – protection of cells from measles virus; Measles virus-infected cells, CPE protection, absorbance; protection (pct of control), % at 4 µM; actives 1.5% (n = 140,000); AID 841; in the data active means protection mostly above about 24%, no sharp cut-off; inactive means mostly below about 26%; further: some compounds called inactive have numbers as strong as hits
Yeast life ext – yeast lifespan extension; S. cerevisiae growth with nicotinamide, OD615; deaD strain in restrictive glucose medium; actives 0.68% (n = 130,000); inhibition of the nicotinamide effect, % at 10 µM;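 active means inhibition above a set limit, placed 3 SD over the median of all compounds, cut at about 26% in these data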;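 further: 0% = nicotinamide-treated wells and 100% = cells grown without nicotinamide; some compounds called inactive have numbers as strong as hits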
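System: DeaD-strain S. cerevisiae / Buffer or medium: CSMM-D, restrictive glucose (dextrose) synthetic minimal medium / Probe or stimulus: nicotinamide, 1.5 mM, co-present with compound / Compound: one concentration, 10 µM, DMSO 0.25% / Incubation: 48 h compound exposure at 30 °C, humidified / Technique: optical density (absorbance) at 615 nm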
NPY-Y2 antag – NPY-Y2 (human) receptor antagonism; AID 793; NPY-Y2 expressing cells, antagonist mode; inhibition, % at 2.7 µM; actives 0.99% (n = 140,000); in the data active means inhibition above about 17%;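 further: 0% = vehicle with agonist challenge and 100% = reference antagonist with challenge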
Target sequence (P49146 whole entry, looked up): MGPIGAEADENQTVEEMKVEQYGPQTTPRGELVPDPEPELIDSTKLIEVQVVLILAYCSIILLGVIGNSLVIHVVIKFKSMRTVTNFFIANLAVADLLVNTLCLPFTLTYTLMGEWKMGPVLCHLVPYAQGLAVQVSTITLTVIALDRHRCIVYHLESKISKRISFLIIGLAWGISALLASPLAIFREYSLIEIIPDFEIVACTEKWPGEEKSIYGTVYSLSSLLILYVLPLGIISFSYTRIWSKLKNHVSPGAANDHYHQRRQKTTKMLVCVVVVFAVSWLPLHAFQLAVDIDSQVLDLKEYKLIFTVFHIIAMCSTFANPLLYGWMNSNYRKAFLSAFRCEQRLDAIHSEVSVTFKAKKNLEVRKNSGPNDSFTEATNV
GALR2 blocker – antagonists of human galanin receptor 2 (GALR2). inhibition, % at 4 µM. GALR2-expressing cells, antagonist mode. actives 0.39% (n = 140,000); in the data active means inhibition above about 27%;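 further: cells stimulated with galanin 1-16 at roughly its EC80; 0% = agonist challenge control and 100% = basal control without agonist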
Target sequence (O43603 whole entry, looked up): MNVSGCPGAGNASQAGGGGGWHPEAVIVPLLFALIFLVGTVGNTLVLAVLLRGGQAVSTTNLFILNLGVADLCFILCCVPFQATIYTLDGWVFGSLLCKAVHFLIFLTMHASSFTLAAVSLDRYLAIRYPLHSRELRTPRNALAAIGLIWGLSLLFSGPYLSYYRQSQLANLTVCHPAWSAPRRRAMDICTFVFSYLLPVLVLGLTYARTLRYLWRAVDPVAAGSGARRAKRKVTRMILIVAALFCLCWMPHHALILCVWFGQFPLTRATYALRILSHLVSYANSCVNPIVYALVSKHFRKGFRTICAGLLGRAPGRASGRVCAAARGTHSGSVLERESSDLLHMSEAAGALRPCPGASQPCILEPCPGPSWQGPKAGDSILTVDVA
E-sel TNF inh – TNF alpha driven E-selectin expression inhibition; HUVEC TNFa-induced E-selectin immunofluorescence, high content; inhibition, % at 2 µM; actives 0.71% (n = 120,000); AID 1246;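 active means inhibition above the batch mean plus 3 SD, and confirmed as a hit on visual image review, cut at about 43% in these data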;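 further: 0% = TNF-stimulated DMSO wells and 100% = unstimulated control wells; not every result past the cut was called active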
HCT116 bCat-KO – beta-catenin-lacking colon tumor cell growth suppression; HCT116 beta-catenin knockout viability, CellTiter-Glo, 60 h; stronger effect = lower value; viability, % at 10 µM; actives 1.5% (n = 140,000); AID 818;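 active means viability at or under a set limit, the compound median less 4 SD, cut at about 6% in these data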;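 further: 0% = Hyamine 1622 control at 20 µM and 100% = untreated cell control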
MRP1 act – MRP-1 activation; H69AR cells + doxorubicin, viability rescue, CellTiter-Glo; actives 0.61% (n = 140,000); viability increase, % at 10 µM;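 active means viability gain under doxorubicin at or above a set limit, the compound median plus 3 SD, cut at about 4.7% in these data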;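 further: MRP-1 overexpressing cells given doxorubicin 25 µM after compound pretreatment; 18-22 h compound pretreatment then 72 h with doxorubicin before readout; 0% = doxorubicin-only wells and 100% = vehicle-treated cells without doxorubicin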
PTEN del growth – PTEN-deleted cell growth suppression | viability, % at 10 µM | actives 1.2% (n = 140,000) | HCT116 PTEN-null viability, CellTiter-Glo, 60 h; stronger effect = lower value | AID 827;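 active means viability at or below a set limit, 4 SD under the median of all tested compounds, cut at about 3.7% in these data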;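 further: PTEN knockout HCT116 line with beta catenin targeted HCT116 as companion control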
Yeast growth inh – chemicals that inhibit yeast BB579 growth in restrictive medium (lifespan-shortening candidates); S. cerevisiae BB579 growth, OD615, 48 h; inhibition, % at 10 µM; actives 0.51% (n = 140,000); AID 804;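 active means inhibition above a set limit, 3 SD over the mean compound inhibition, cut at about 44% in these data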; further: inactives centre near -24
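System: DeaD yeast strain BB579; buffer or medium: CSMM-D dextrose restrictive medium; technique: OD at 615 nm; schedule: 4 h cell preincubation, 48 h compound exposure, 30 °C humidified; doses: single 10 µM dose; controls: amphotericin B 10 µg/mL, positive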
Phagocytosis inh – inhibitors of macrophage phagocytosis; J774A.1 macrophage IgG-bead phagocytosis, imaging; inhibition, % at 5 µM; actives 0.07% (n = 110,000);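 active means inhibition above the mean of the plate negative controls plus 5 SD, cut at about 13% in these data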;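 further: phagocytic index as fraction of beads internalized from green versus red external bead signal; plate controls were DMSO negative control for no effect and cytochalasin-D positive control for full effect; some results beyond the cut were filed as inactive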
Numbers without * were called inactive; x = no result given.

SMILES	Measles CPE	Yeast life ext	NPY-Y2 antag	GALR2 blocker	E-sel TNF inh	HCT116 bCat-KO	MRP1 act	PTEN del growth	Yeast growth inh	Phagocytosis inh
Cc1ccc(N(CC(=O)NCc2ccncc2)S(C)(=O)=O)cc1Cl	2	1	1	-3	-59	97	-0.7	95	-13	2
CC1CCN(c2nc(CN3CCCCC3)nc3scc(-c4ccccc4)c23)CC1	8	10	47*	-3	x	22	-5.9	18	-27	-5
COc1ccc(CCNC(=O)CSCc2ccc([N+](=O)[O-])cc2)cc1	4	-1	11	4	x	83	-1.1	88	-4	-9
OCCNC(=S)NCCc1ccccc1	15	3	3	1	x	94	-1.9	92	-20	-6
Cc1ccccc1NS(=O)(=O)c1cc(C(=O)Nc2ccccc2-c2ccccc2)ccc1Cl	18	-13	4	-5	-44	86	-0.8	88	-43	0
CCOC(=O)c1cnn(-c2c(Cc3ccccc3)c(C)nc3c(-c4ccccc4)c(C)nn23)c1N	5	-4	6	5	16	72	-2.7	73	-29	-1
CCN(CC)S(=O)(=O)c1ccc2oc(SCC(=O)NCc3ccccc3)nc2c1	10	10	1	-2	4	91	0.0	104	-55	0
CCOC(=O)c1cnc(-c2ccccc2)nc1Oc1ccc(Cl)c(Cl)c1	16	-6	4	0	4	64	-2.6	65	-9	x
CCOC(=O)C1CCN(S(=O)(=O)c2cccc(-c3cn4cccc(C)c4n3)c2)CC1	7	-13	5	10	-17	71	-2.4	77	-23	0
Cc1cc2cc(OCC(=O)O)ccc2n1C	6	-1	5	-3	x	85	-2.4	84	-33	x
Nc1c(C(=O)NCCN2CCOCC2)c2nc3ccccc3nc2n1CCc1ccccc1F	15	-5	1	-19	x	3.6*	-5.9	3.8*	-45	2
CCOc1c(Br)ccc2c1sc1nc[nH]c(=O)c12	20	-35	2	-4	-29	92	-3.0	86	-49	0
Cc1ccc(CN(C(=O)C(F)(F)F)C(C(=O)NC2CCCCC2)c2ccco2)cc1 (configuration not stated)	5	x	1	5	10	71	0.8	64	-8	x
C(=N\Nc1nc(Nc2ccccc2)nc(N2CCOCC2)n1)/c1c[nH]c2ccccc12	32	-13	-2	13	-7	13	-3.1	10	-22	x
O=C(CSc1nccn1-c1ccccc1)NCc1ccc2c(c1)OCO2	16	-1	3	-2	-2	94	-0.5	107	-12	0
CC1(C)CC(=O)C2=C(C1)NC(=O)CC2C(=O)NCc1ccc(F)cc1 (configuration not stated)	2	-4	1	-14	-4	88	0.8	100	9	-1
Cc1csc(=NC(=O)c2ccccc2)n1C	4	x	3	-6	16	102	-3.7	85	-46	x
CCC1Sc2ccccc2N(CC(=O)NCc2ccccc2OC)C1=O (configuration not stated)	15	-4	2	7	-30	101	-3.0	91	-34	2
Cc1ccc(C(=O)N/C(=C\c2ccccc2)C(=O)OCc2ccccc2)cc1	10	3	3	-3	x	71	-2.7	78	-26	-7
COC(=O)c1ccc2c(c1)N(C)CCS2	5	-7	2	2	1	97	-2.0	91	-27	x
C=CCn1c(=N)c(C(=O)NCCCOC)cc2c(=O)n3cccc(C)c3nc21	10	-11	-1	-13	-9	81	-2.1	78	22	2
CCOc1ccc(-c2cc(CCCC(=O)NCc3ccc(C)cc3)no2)cc1	3	-8	5	-10	5	81	-0.3	98	-23	0
CC1=CC(C)(C)NC(=S)N1c1cccc(C)c1	3	-23	-3	-1	-8	77	-1.3	74	9	x
COc1ccccc1/C=N/NC(=Nc1ccc(C)cc1)c1nc2ccccc2s1	5	-7	2	5	-11	66	-4.6	67	-19	x
O=C(CN1CCCN(Cc2ccc(F)cc2Cl)C1=O)NC1CCCCCC1	6	-9	1	-8	-3	71	-0.1	83	-17	-2
O=C(O)c1ccccc1S(=O)(=O)NCC(O)COc1ccc(Br)cc1 (configuration not stated)	3	-9	2	3	-22	105	-0.6	112	-50	-1
O=C(NC1CCCCC1)C(c1ccc2ncccc2c1)N(Cc1ccc(F)cc1)C(=O)c1ccc2c(c1)OCCO2 (configuration not stated)	5	-12	5	-11	-37	69	-2.8	64	-44	x
COc1ccc(OC(=O)CN2C(=O)C3C4CCC(C4)C3C2=O)cc1 (configuration not stated)	13	-4	-1	10	x	95	-2.9	93	1	-4
CCN(CC)Cc1cc(CCNC(=O)c2ccc(Cl)cc2)ccc1O	11	-2	4	7	9	90	-1.2	85	-61	0
CCOC(=O)c1cc2c(ccn2C)n1CC(=O)N1CCN(c2ccc(F)cc2)CC1	8	-3	2	8	3	91	-1.2	85	-40	-2
S=C(NCc1ccco1)N1CCN(Cc2ccc(Cl)cc2Cl)CC1	8	-23	0	-2	31	79	-1.1	81	-72	x
CC(=O)c1cccc(NC(=O)N2CCCC2C(=O)Nc2ccccc2C)c1 (configuration not stated)	23	0	4	1	-13	91	-0.7	103	-35	-2
Cc1cc(NC(=O)COC(=O)[C@H](Cc2c[nH]c3ccccc23)NC(=O)c2ccc(F)cc2)no1	21	-8	-3	4	-9	108	-2.8	88	-22	1
CN(C)S(=O)(=O)c1cccc(C(=O)N2CCc3ccccc32)c1	19	-2	3	-6	-16	80	-3.1	75	-42	-2
COC(=O)C1=C(C)N(Cc2cccnc2)C(=O)C1	8	0	0	-5	-26	101	-1.7	104	-29	x
CN1CCN(C(=O)c2ccc3c(c2)OCCO3)CC1	5	x	0	4	8	78	-1.5	88	-18	x
Cc1noc(C)c1CSc1ccccc1C(=O)N1CCN(c2ccccc2)CC1	10	-2	6	-1	-8	81	-0.5	86	-35	x
Cc1cccc(S(=O)(=O)Nc2ccc(-c3nc4ccc(C)cc4s3)cc2)c1	23	-3	2	-8	x	96	1.4	87	-27	-12
CC(=O)c1cc(-c2nc3ccccc3n2C)n(C)c1	12	-2	-2	4	23	101	-1.9	96	-21	0
COc1ccc(N(C2CSC2)S(=O)(=O)c2ccccc2)cc1	5	-15	2	1	22	80	-2.7	80	-29	-1

Sorted by formula weight (rising): some entries from above
SMILES	Measles CPE	Yeast life ext	NPY-Y2 antag	GALR2 blocker	E-sel TNF inh	HCT116 bCat-KO	MRP1 act	PTEN del growth	Yeast growth inh	Phagocytosis inh
COC(=O)C1=C(C)N(Cc2cccnc2)C(=O)C1	8	0	0	-5	-26	101	-1.7	104	-29	x
CCOc1ccc(-c2cc(CCCC(=O)NCc3ccc(C)cc3)no2)cc1	3	-8	5	-10	5	81	-0.3	98	-23	0
S=C(NCc1ccco1)N1CCN(Cc2ccc(Cl)cc2Cl)CC1	8	-23	0	-2	31	79	-1.1	81	-72	x

(further entries)
SMILES	Measles CPE	Yeast life ext	NPY-Y2 antag	GALR2 blocker	E-sel TNF inh	HCT116 bCat-KO	MRP1 act	PTEN del growth	Yeast growth inh	Phagocytosis inh
COCCCNC(=O)CS(=O)(=O)Cc1nc(-c2ccccc2C)oc1C	6	-2	1	-5	x	77	-3.0	91	-16	0
CONC(=O)Nc1ccccc1[N+](=O)[O-]	5	-5	1	-7	-12	81	-0.5	91	-3	5
CCOC(=O)C1CCCN(C(=O)c2cn(CC)c3ccc(S(=O)(=O)N4CCCC4)cc3c2=O)C1 (configuration not stated)	11	-5	1	3	x	96	-2.7	97	19	-1
COc1ccc(NC(=O)c2cccnc2Nc2ccc(OC)cc2)cc1	18	-9	-1	-2	-1	83	-2.8	75	-26	0
Cn1cccc1Cc1nnc(SCC(=O)Nc2ccc(F)cc2)n1-c1ccc(F)cc1	4	-6	-2	0	x	46	-0.5	47	-4	0
Cn1c(=O)n(CC(N)=O)c2ccccc21	7	2	12	3	x	98	-1.1	95	-35	-1
O=C(O/N=C\c1ccc(N2CCCCC2)c([N+](=O)[O-])c1)c1cccc(C(F)(F)F)c1	3	-5	0	3	x	82	0.1	83	6	3
COc1ccc(Nc2nc(C)c3ccccc3n2)cc1	2	-25	1	8	-6	80	-0.9	80	-27	-2
COc1ccc(N(C(=O)c2cccc([N+](=O)[O-])c2)S(=O)(=O)c2ccc3c(c2)n(C)c(=O)n3C)cc1	6	-10	0	-13	-11	91	-4.5	78	-30	0
Cc1ccc(OC(C)C(=O)N2CCc3ccccc32)cc1 (configuration not stated)	15	-4	1	6	10	96	-3.3	101	-10	-2
O=C(O)[C@@H](c1ccccc1)N1Cc2ccccc2C1=O	14	-9	2	-8	x	98	-0.4	109	-35	1
COc1ccc(CC(=O)Nc2nnc(C)s2)cc1	6	1	7	-26	5	103	0.1	97	-61	0
COc1cccc(N(CC(=O)Nc2ccc3c(c2)OCO3)S(=O)(=O)c2ccccc2)c1	0	-4	3	-1	-1	81	-0.8	80	-43	-2
O=C(Nc1ccccc1)Nc1nnc(/C=C/c2ccccc2Cl)s1	43	-1	0	10	x	91	-2.2	86	-28	-6
O=C(COC(=O)C12CC3CC(CC(C3)C1)C2)Nc1ncc(Cl)cc1Cl	22	4	1	8	-14	83	-0.2	81	-45	x
CCN(/N=C/c1cccs1)c1cc(=O)n(C)c(=O)[nH]1	18	x	1	-8	15	85	0.1	92	-49	x
S=c1sc2c(N3CCOCC3)ncnc2n1-c1ccccc1	5	-4	6	8	x	102	-1.8	96	-43	1
Cc1cccc(OC(=O)c2cn(C)nc2C(F)(F)F)c1C	18	-11	3	-14	-2	93	-0.7	87	-35	2
O=C(O)c1ccc(C2CCCCC2)cn1	19	19	3	-11	-37	90	-1.1	116	29	4
COC(=O)Cn1c2ccc(OC)cc2c2nc3ccccc3nc21	3	-20	-1	16	x	63	-2.3	75	-43	-2
O=c1cc(CNc2ccc(Br)cc2)nc2sccn12	6	-4	-1	8	x	87	8.7*	83	9	10
O=C(NCc1ccccc1)c1ccco1	5	x	3	-10	-25	99	-1.4	102	-40	x
COC(=O)C(NC(=O)C(CC(C)C)NC(=O)C1CCC(C)CC1)C(C)C (configuration not stated)	3	-4	4	-8	14	88	-3.2	85	-29	-1
OCCNCc1cc(Br)ccc1OCc1ccccc1	32*	-4	8	3	x	91	-2.5	93	-5	-3
C=CCOC(=O)C1=C(C)NC(=O)NC1c1cn(-c2ccccc2)nc1-c1cccs1 (configuration not stated)	2	-16	-1	2	-40	83	-5.4	66	-22	-1
CCN1CCCC1CNC(=O)C1CCN(Cc2nc(-c3cccc(Br)c3)oc2C)CC1 (configuration not stated)	x	-14	11	12	9	4.7*	-3.0	6	-33	0
O=C(Nc1ccc2c(c1)OCO2)C1CCN(S(=O)(=O)c2ccc3c(c2)OCCO3)CC1	13	-10	4	-4	-17	89	-1.4	92	-29	-2
CN(C)CCNC(=O)C12CC3(C)CC(C)(CC(C)(C3)C1)C2	-2	4	5	-3	-23	82	-3.0	84	-49	0
CN=c1scc(C)n1/N=C/c1ccc(O)cc1O	3	-28	0	-4	11	62	-3.8	60	-32	x
CCCCOC(=O)C1=C(C)Nc2ncnn2C1c1cc(OC)ccc1OC (configuration not stated)	37	-24	6	-5	0	94	-3.6	90	-10	-1
Cc1ccc(NC(=O)C(=O)NCCN2CCN(C(=S)Nc3ccccc3)CC2)cc1	9	-4	-1	1	x	91	0.7	101	-3	1
COC(=O)c1c(C)oc2ccc(N(C(=O)Oc3ccccc3)S(=O)(=O)c3ccccc3)cc12	3	4	1	0	x	59	-4.0	56	-24	-10
COC(=O)c1ccc(CSc2nc(C(F)(F)F)c3c(c2C#N)CCC3)o1	14	-8	9	-4	-12	98	-1.4	93	-84	x

High-throughput results as filed in PubChem BioAssay.
